Source: PubChem BioAssay
CCT modulator = changes cytosolic chaperonin activity. purified chaperonin ATPase assay, HTRF ADP detection, 30 min. activity change, % (test concentration not listed), hits read low. hit rate 0.3% among 360,000. AID 651819; in the data active means activity change below about -30%; further: on the % scale 0 is the no-effect control and ±100 the full control effect
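Nucleotide hydrolysis assay: TRiC at 20–40 nM final (set by batch activity) with 10 uM ATP, 30 min at 37 °C, in presence of 76 uM compound. Detection by competitive ADP HTRF, 30 min ambient.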
IL-2 act = activates IL-2 in a cell-based reporter assay; IL-2 activation reporter assay, cell-based qHTS; stimulated with anti-CD3/CD4/CD28 beads; in transgenic mouse T cells; activation, % (series mostly up to about 46 µM); hit rate 0.065% among 360,000; AID 652025; in the data active means activation above about 50%; inconclusive means mostly about 30% to 49%; further: 0% is about no effect
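Unstimulated transgenic mouse T cells; 60-min compound exposure; bead-based TCR/CD4/CD28 stimulation; 18 h culture, 37 degrees C; dual fluorescence (EGFP, DsRed) plate cytometry.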
EPAC1 antag = blocks human EPAC1 exchange factor. O95398. EPAC1 GEF assay, Rap1b-BODIPY-GDP exchange fluorescence. Potency, µM (doses to about 115 µM), for inactives: top-dose activity change, negative = inhibition, usual class: inhibitors. hit rate 0.14% among 360,000;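 further: potency means the concentration at half of the fitted maximal effect; plate controls were vehicle for no effect and positive control for full effect; nearly all actives have a fitted effect of over 50% in size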
PLK1 PBD block = PLK1 (human) polo-box domain binding inhibition; P53350; Plk1 PBD binding of FITC phosphopeptide, fluorescence polarization; Potency, µM, inactives show max response, negative = inhibition, hits mostly inhibitors; hit rate 2.8% among 360,000; AID 720504; further: potency means the concentration at half of the fitted maximal effect; series mostly up to about 57 µM; on the % scale 0 is the no-effect control and ±100 the full control effect; nearly all actives have a fitted effect of over 65% in size
EPAC1 agonist = EPAC1 (human) agonism. hit rate 0.073% among 360,000. AID 720707. EPAC1 agonist qHTS, biochemical assay; response scale: 100% = response to 6.5 mM cAMP. Potency, µM (titrated, usually from 154 µM), inactives show top-dose activation, actives largely listed as activators; further: potency means the concentration at half of the fitted maximal effect; nearly all actives have a fitted effect of over 60% in size
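Multi-concentration qHTS readout: loss of Rap1B-bound BODIPY-GDP fluorescence driven by 100 nM EPAC1 with excess GDP (50 uM), monitored kinetically at room temperature; agonist response expressed relative to 6.5 mM cAMP.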
WRN inhibitor = blocks human WRN helicase; Q14191; WRN helicase unwinding, fluorescent forked duplex, kinetic; Potency, µM (top dose mostly 114 µM), inactives show top-dose activity change, negative = inhibition, hits mostly inhibitors; hit rate 0.46% among 360,000; further: potency means the concentration at half of the fitted maximal effect; on the % scale 0 is the no-effect control and ±100 the full control effect; nearly all actives have a fitted effect of over 55% in size
Target sequence (Q14191 whole entry, looked up): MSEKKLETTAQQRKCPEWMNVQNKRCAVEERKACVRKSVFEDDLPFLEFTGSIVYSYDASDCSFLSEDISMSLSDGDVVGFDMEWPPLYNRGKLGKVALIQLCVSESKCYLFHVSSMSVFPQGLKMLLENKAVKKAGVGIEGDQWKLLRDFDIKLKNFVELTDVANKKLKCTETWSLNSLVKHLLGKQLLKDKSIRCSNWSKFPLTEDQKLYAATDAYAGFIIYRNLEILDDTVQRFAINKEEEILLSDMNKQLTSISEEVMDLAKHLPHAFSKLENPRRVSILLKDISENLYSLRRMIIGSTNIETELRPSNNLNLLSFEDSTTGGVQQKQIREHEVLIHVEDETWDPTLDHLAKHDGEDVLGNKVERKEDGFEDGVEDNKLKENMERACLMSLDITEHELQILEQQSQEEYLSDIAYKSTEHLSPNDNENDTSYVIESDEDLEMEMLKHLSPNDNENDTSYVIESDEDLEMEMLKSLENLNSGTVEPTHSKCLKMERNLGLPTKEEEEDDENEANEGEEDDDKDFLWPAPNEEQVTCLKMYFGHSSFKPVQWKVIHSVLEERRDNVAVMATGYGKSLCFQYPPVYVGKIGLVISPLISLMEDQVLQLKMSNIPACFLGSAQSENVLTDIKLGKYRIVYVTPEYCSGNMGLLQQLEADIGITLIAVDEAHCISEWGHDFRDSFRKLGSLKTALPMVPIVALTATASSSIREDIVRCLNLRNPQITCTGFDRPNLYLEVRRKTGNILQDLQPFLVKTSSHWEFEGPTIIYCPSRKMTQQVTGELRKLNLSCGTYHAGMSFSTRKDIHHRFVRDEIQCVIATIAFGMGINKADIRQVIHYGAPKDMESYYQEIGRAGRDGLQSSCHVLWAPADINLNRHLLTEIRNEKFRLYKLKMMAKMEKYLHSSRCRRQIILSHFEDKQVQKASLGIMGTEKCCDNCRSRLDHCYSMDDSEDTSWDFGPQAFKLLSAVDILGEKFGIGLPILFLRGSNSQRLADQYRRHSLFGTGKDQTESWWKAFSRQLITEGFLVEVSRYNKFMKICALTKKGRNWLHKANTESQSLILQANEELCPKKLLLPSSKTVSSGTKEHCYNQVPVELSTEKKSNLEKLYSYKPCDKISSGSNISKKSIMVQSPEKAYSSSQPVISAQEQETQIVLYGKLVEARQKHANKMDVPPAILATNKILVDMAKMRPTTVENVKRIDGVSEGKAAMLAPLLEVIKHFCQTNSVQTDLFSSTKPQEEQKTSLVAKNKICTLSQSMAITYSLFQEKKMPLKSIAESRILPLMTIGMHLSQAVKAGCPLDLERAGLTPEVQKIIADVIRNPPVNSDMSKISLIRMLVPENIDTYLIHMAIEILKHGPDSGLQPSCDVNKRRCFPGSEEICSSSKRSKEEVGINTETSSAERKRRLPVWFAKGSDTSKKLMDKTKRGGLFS
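WRN at 20 nM final preincubated with compound 15 min at room temperature; reaction started with 100 nM fluorophore/quencher forked duplex oligonucleotide and 2 mM ATP final. Unwinding followed kinetically by red fluorescence (ex 525, em 598 nm).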
PI5P4K alpha inh = inhibitors of human PI5P4K alpha | P48426 | PI5P4Kalpha enzyme, ADP-Glo luminescence, 60 min; hits give low values | max response, % | hit rate 1.2% among 330,000 | AID 652105; active means max response of -50% or lower; inconclusive means between -30% and -50%; inactive means -30% or higher; further: value at the top dose of about 77 µM; on the % scale 0 is the no-effect control and ±100 the full control effect
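Reactions run in 0.038 M HEPES pH 7.4, 0.28 mM EGTA, 0.1% CHAPS and 5% DMSO, with PI5P4Kalpha, substrate, compound and 5 microM ATP final, one hour at room temperature. Readout is ADP-Glo luminescence.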
EPAC2 ag = activates human EPAC2 exchange factor. Potency, µM (highest dose often 154 µM), without a hit: at the top dose activation, usual class: activators. hit rate 0.079% among 360,000. EPAC2 activation, biochemical qHTS; response scale: 100% = 6.5 mM cAMP response; further: potency means the concentration at half of the fitted maximal effect; nearly all actives have a fitted effect of over 50% in size
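EPAC2 (100 nM) mixed with Rap1B loaded with BODIPY-GDP (250 nM) plus 50 uM unlabeled GDP; compounds pinned in, 5 min RT, then read every 5 min for 30 min (ex 480, em 540 nm). Normalized to cAMP control.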
Active calls of the source: *; ? = inconclusive; . = no result given; [ ] = another dose, or the depositor's remark. Unless noted, the call rests on the fitted dose curve; in most records, active means well fitted curve in the direction sought with a large enough effect; inconclusive means small, poorly fitted or top-dose-only effect, or another doubt; inactive means no such curve, though single readings can be large; an effect the other way counts as inactive or inconclusive. A portion of the library (hit frequency here may not be typical).

#	compound	EPAC1 agonist	PLK1 PBD block	PI5P4K alpha inh	WRN inhibitor	EPAC1 antag	EPAC2 ag	IL-2 act	CCT modulator
1	CCCCN1C(=O)/C(=c2\sc3nc(=O)c(-c4ccccc4)nn3c2=O)c2ccccc21	-3%	27µM*	?	-35%	9%	4%	-0.5	-1.4
2	O=C(NC12CC3CC(CC(C3)C1)C2)N1CCN(c2ccccn2)CC1	11%	-14%	.	-1%	4%	7%	1.8	-2.8
3	Cc1cccc(C)c1OCc1cc(C(=O)N(Cc2c(C)nn(C)c2C)C2CC2)no1	6%	-22%	5	-5%	-3%	-6%	-2.0	-0.6
4	Nc1ccc(Nc2ccncc2[N+](=O)[O-])cc1	3%	-5%	.	-21%	-3%	11%	-2.4	0.2
5	Cc1ccc2nc(NC(=O)C3CCCN3C(=O)OC(C)(C)C)sc2c1 (stereo not drawn)	-2%	0%	-7	-2%	-12%	4%	-0.6	0.0
6	Cc1ccc(C)c(C(=O)CCC(=O)N2CCN(c3ncccn3)CC2)c1	-5%	-9%	6	-3%	-4%	0%	-0.4	-0.1
7	Cc1nn(-c2ccc(F)cc2)c(C)c1/C=C/C(=O)N1CCNC(=O)C1	-3%	3%	4	0%	6%	1%	0.8	0.8
8	Cc1ccsc1C(=O)OCC(=O)NCCCc1ccccc1	-12%	-1%	4	4%	-16%	4%	-0.5	0.3
9	Cc1cc[n+](-c2[nH]c(=O)sc2/C=N/NC([S-])=Nc2ccccc2)cc1	18%	?	-77*	?	24%	16%	-0.3	2.1
10	O=C(NCC(c1cccnc1)N1CCN(c2ccc(F)cc2)CC1)c1ccco1 (stereo not drawn)	-33%[inhibitor]	-15%	0	-4%	4%	19%	-0.8	0.3
11	CCCCCOC(=O)CSc1nnc(-c2ccccc2)c(=O)[nH]1	-2%	-4%	.	-7%	17%	1%	0.3	-4.4
12	COc1cc(/C=N/NC(N)=O)cc(Br)c1OCc1ccccc1C	-2%	4%	0	0%	0%	-14%	3.1	-1.3
13	C[C@@H]1CN([C@H](C)CO)C(=O)CCCn2nncc2CO[C@H]1CN(C)S(=O)(=O)c1ccc(F)cc1	14%	-24%	5	-2%	12%	12%	2.3	-1.6
14	CCCc1nc(SCC(=O)N2CCc3ccccc3C2)c2ccccc2n1	14%	-4%	.	-17%	-3%	16%	0.2	1.0
15	Cc1nnc(NC(=O)CCC(=O)N2CCN(S(=O)(=O)c3cc([N+](=O)[O-])ccc3C)CC2)s1	-2%	2%	-3	2%	3%	3%	-0.4	-0.5
16	Nc1nc(Cl)nc2ccc(Br)cc12	-11%	17µM*	-15	8%	-24%	-1%	0.9	1.2
17	CN1CCN(c2nc(-c3cccs3)cs2)CC1	7%	-6%	-6	-6%	-4%	1%	-0.7	-0.1
18	CCOC(=O)c1cnc2nc(C)nn2c1N	6%	-3%	-6	3%	28%	4%	-2.7	-0.5
19	CCO[C@@H]1OC(C(=O)N2CCN(Cc3ccc4c(c3)OCO4)CC2)=C[C@H](c2ccc(C(F)(F)F)cc2)[C@H]1CCCO	-13%	4%	5	-7%	-18%	-5%	-0.5	0.3
20	Cc1cc2nc3c(nc2cc1C)C1(C(=O)N(C)C)CCC3(C)C1(C)C (stereo not drawn)	0%	-2%	3	16%	-6%	10%	-3.2	-1.3
21	COc1ccc(C(=O)C(O)C(c2ccc(C)cc2)N2CCOCC2)cc1OC (stereo not drawn)	-1%	1%	3	6%	-10%	5%	0.4	-1.8
22	Cc1ccccc1-n1nc2c(c1NC(=O)c1cc3ccccc3oc1=O)CS(=O)(=O)C2	6%	-5%	.	0%	6%	8%	-3.2	-3.3
23	COc1cc(NC(=S)NCc2cccnc2)c(OC)cc1Cl	4%	-11%	9	1%	-6%	1%	0.3	0.5
24	O=S(=O)(NCCn1cccc1)c1ccc2ccccc2c1	6%	-4%	4	-9%	-7%	-2%	0.1	0.1
25	CCNC(=O)NC(=O)COC(=O)c1ccccc1SCC(=O)NC(=O)NCC	6%	2.7µM*	-63*	?	-12%	4%	-0.6	-1.7
26	CC1(Oc2cccc(C#N)c2)CCN(Cc2ccc(-c3ccccn3)cc2)C1 (stereo not drawn)	5%	-1%	-1	0%	-1%	19%	-0.5	2.4
27	O=S1(=O)CC(N2CCCC2)CN1C1CCCC1 (stereo not drawn)	4%	-7%	0	-4%	-1%	12%	-0.4	1.4
28	CN1CCN(/N=C/c2cccc(Cl)c2Cl)CC1	9%	2%	8	-1%	-4%	4%	0.2	-3.6
29	O=[N+]([O-])c1ccc(-c2ccc(/C=N/Nc3nc(N4CCCCC4)nc(N4CCCCC4)n3)o2)cc1	12%	8%	-1	-15%	-18%	6%	2.9	2.0
30	Cc1ccc(/C=C/C(=O)NCCCN2CCN(CCCNC(=O)/C=C/c3ccc(C)cc3)CC2)cc1	7%	-19%	-3	0%	-11%	1%	4.4	-0.3

Given with values under each structure: three of the compounds above
Below each compound – EPAC1 agonist, PLK1 PBD block, PI5P4K alpha inh, WRN inhibitor, EPAC1 antag, EPAC2 ag, IL-2 act, CCT modulator
[17] CN1CCN(c2nc(-c3cccs3)cs2)CC1
    7%, -6%, -6, -6%, -4%, 1%, -0.7, -0.1
[18] CCOC(=O)c1cnc2nc(C)nn2c1N
    6%, -3%, -6, 3%, 28%, 4%, -2.7, -0.5
[19] CCO[C@@H]1OC(C(=O)N2CCN(Cc3ccc4c(c3)OCO4)CC2)=C[C@H](c2ccc(C(F)(F)F)cc2)[C@H]1CCCO
    -13%, 4%, 5, -7%, -18%, -5%, -0.5, 0.3

Going on with the list.
#	compound	EPAC1 agonist	PLK1 PBD block	PI5P4K alpha inh	WRN inhibitor	EPAC1 antag	EPAC2 ag	IL-2 act	CCT modulator
31	CSc1nc2ccccc2cc1/C=C(\C#N)c1ccc(Cl)c(Cl)c1	12%	-6%	5	-8%	-10%	6%	0.4	0.0
32	C[C@H]1CN([C@@H](C)CO)C(=O)c2cccc(NC(=O)C3CC3)c2O[C@H]1CN(C)Cc1ccncc1	-14%	-13%	-6	4%	9%	-2%	-0.4	1.4
33	Cc1ccc(NC(=O)CNNC(=O)c2cccc([N+](=O)[O-])c2)cc1[N+](=O)[O-]	5%	-11%	1	7%	0%	4%	-0.7	-7.2
34	Cc1ccc(S(=O)CCNC(=O)Cc2ccc(Cl)cc2)cc1 (stereo not drawn)	1%	-3%	-2	7%	-15%	2%	-3.1	0.4
35	CCOC(=O)N1CCN(C(C(=O)NC2CCCC2)c2cccc(OC)c2OC)CC1 (stereo not drawn)	-2%	-9%	0	5%	23%	-4%	0.2	.
36	COC(=O)C1=C(N)Oc2c(oc(CO)cc2=O)C1c1ccc(F)cc1 (stereo not drawn)	-5%	?	-10	-6%	10%	6%	0.4	-0.7
37	O=C(O)CSc1ncnc2sc3c(c12)CCC3	-5%	-9%	-68*	-9%	8%	-4%	0.1	0.9
38	COC(CNC(=O)c1ccc(N2CCC3(CC2)OCCO3)c([N+](=O)[O-])c1)OC	-1%	1%	-3	-2%	11%	-2%	-0.1	0.7
39	CC(C)NS(=O)(=O)c1ccc(NC(=O)C(C)OC(=O)CCC(=O)c2cccs2)cc1 (stereo not drawn)	10%	2%	0	-5%	-7%	5%	-0.1	-2.6
40	CCn1c(SCC(=O)c2ccc3c(c2)OCCO3)nnc1C(C)C	-1%	-17%	-14	14%	12%	4%	2.5	2.2
41	CC(C)(CNC(=O)c1ccc(Br)o1)N1CCOCC1	4%	-5%	4	3%	21%	2%	-2.3	0.2
42	CNc1ccc(NC(C)=O)cc1[N+](=O)[O-]	0%	3%	-4	-5%	-21%	-5%	-2.5	0.0
43	C#CCNC(=O)C[C@@H]1C[C@@]2(C(=O)OCC)CCCC=C2N(Cc2cccc3ccccc23)C1=O	-1%	1%	4	-12%	5%	7%	0.5	-0.4
44	Cc1ccccc1SCC(=O)OCC(=O)Nc1ccc(N(C)C)cc1	-3%	4%	-8	-1%	3%	7%	0.2	-2.3
45	COC(=O)c1cc(=O)n(-c2ccc(C(F)(F)F)cc2)[nH]1	12%	-17%	-12	-1%	9%	5%	-0.3	0.7
46	CC(C)CC[C@@H](O)[C@](C)(O)C1CC[C@@]2(O)C3=CC(=O)[C@@H]4C[C@@H](O)[C@@H](O)C[C@]4(C)C3CC[C@]12C (stereo partly drawn)	-23%	-5%	-6	-8%	5%	4%	0.5	-1.2
47	COc1ccc(S(=O)(=O)N2CCN(c3ncccn3)CC2)cc1	-4%	6%	1	-1%	2%	4%	0.3	2.4
48	CC(C)NC(=O)c1ccccc1S(=O)c1ccccc1C#N (stereo not drawn)	5%	-10%	-5	-4%	-6%	11%	-2.3	-2.3
49	Brc1ccc(-c2noc(C3CCCCC3)n2)cc1	-13%	-12%	21	3%	-22%	0%	1.0	0.4
50	O=C(OCc1nnc(-c2ccccc2)o1)c1ccc2c(c1)OCCO2	-2%	-4%	-16	8%	-2%	17%	-0.1	-0.3
51	CCN(C(=O)CSc1cc(C)c2ccccc2n1)c1c(N)n(Cc2ccccc2)c(=O)[nH]c1=O	-7%	-24%	-3	3%	-4%	-4%	-1.1	-1.6
52	COc1cc(CCC(=O)Nc2ccc(C)c(S(=O)(=O)N3CCCCCC3)c2)cc(OC)c1OC	14%	-7%	3	-6%	-16%	16%	0.1	-0.8
53	CCCCN(C(=O)NCCCCCCNC(=O)N(CCCC)C1CCS(=O)(=O)C1)C1CCS(=O)(=O)C1 (stereo not drawn)	-3%	-7%	6	-2%	0%	2%	1.0	1.5
54	CN1/C(=C\C(=O)CSc2nnc(N)s2)C(C)(C)c2ccccc21	0%	-8%	-4	-5%	2%	1%	-2.5	2.2
55	O=S1(=O)CCC(NC2CCCC2)C1 (stereo not drawn)	11%	2%	2	0%	5%	2%	-0.8	-0.7
56	CNC(=O)C1Cc2ccccc2CN1S(=O)(=O)c1cccs1 (stereo not drawn)	2%	-5%	6	2%	10%	4%	1.6	-2.4
57	CS(=O)(=O)N(CC(=O)NCc1ccccn1)Cc1ccc(Cl)cc1	-1%	-25%	-3	-28%[57.1 µM]	1%	17%	-0.8	0.1
58	COC(=O)c1ccc(OCC(O)CN(CCO)CC(O)Cn2ccc3ccccc32)cc1 (stereo not drawn)	-8%	-3%	29	-26%[57.1 µM]	-19%	22%	-3.4	2.1
59	CCOc1ccc(S(=O)(=O)N2CCCC(C(=O)N3CCOCC3)C2)cc1Cl (stereo not drawn)	1%	4%	3	-17%[57.1 µM]	14%	0%	-1.0	-1.4
60	CCOC(=O)c1c(NC(=O)CSc2nncs2)sc(C)c1C	-2%	-4%	-6	-6%	-7%	0%[15.6 µM]	3.0	-2.2
